D1 agonist – Allosteric Agonists of the Human D1 Dopamine Receptor: qHTS; HEK293 T-REx D1 cells, calcium flux, agonist mode; D(1A) dopamine receptor (Homo sapiens), P21728; activation, % at 2 µM; actives 1% (n = 360,000); in the data active = activation above about 30%; note: 0% is about no effect
Target sequence (P21728 whole entry, looked up): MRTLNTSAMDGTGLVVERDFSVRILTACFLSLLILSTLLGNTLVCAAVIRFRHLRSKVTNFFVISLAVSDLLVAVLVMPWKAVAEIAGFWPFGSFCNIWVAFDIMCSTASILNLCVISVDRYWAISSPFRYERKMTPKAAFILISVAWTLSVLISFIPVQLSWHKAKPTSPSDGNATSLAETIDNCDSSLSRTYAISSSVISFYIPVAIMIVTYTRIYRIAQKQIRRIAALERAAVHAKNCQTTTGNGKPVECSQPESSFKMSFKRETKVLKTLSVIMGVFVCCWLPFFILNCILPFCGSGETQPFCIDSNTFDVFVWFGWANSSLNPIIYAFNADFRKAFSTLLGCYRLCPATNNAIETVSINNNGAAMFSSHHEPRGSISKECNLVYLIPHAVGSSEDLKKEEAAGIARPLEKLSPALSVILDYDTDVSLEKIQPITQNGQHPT
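Inducible HEK293 T-REx D1 cells, force-coupled to calcium signalling, were plated at 4000 cells/well with tetracycline and held overnight at 30 C. After no-wash calcium dye loading, compound-evoked calcium rise over 180 s flagged agonists.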
D1 potentiator – Potentiators of Human D1 Dopamine Receptor: qHTS | actives 0.036% (n = 360,000) | HEK293 TREx D1 cells, calcium flux, dopamine EC20 potentiation | potentiation, % at 10 µM | D(1A) dopamine receptor (Homo sapiens), P21728; in the data active = potentiation above about 30%; note: 0% is about no effect
RXFP1 ag – qHTS Assay for Agonists of the Relaxin Receptor RXFP1. Relaxin receptor 1 (Homo sapiens), Q9HBX9. HEK293T-RXFP1 cAMP TR-FRET, 30 min; response scale: percent of porcine relaxin response, buffer zero. Potency, µM (top dose mostly 57.5 µM), for the others: at the highest dose activation, actives largely listed as activators. actives 0.3% (n = 370,000). AID 2676, 2010; note: potency is the fitted concentration of half-maximal effect; % is set by controls: 0 for no effect and ±100 for the full control effect; nearly all actives have a fitted effect of over 60% in size; many of its hits are not listed in these tables
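cAMP rise read by TR-FRET after 30 min, 37C compound exposure (up to 58 uM) in RXFP1-transfected HEK293 cells with Ro 20174 present. EC50 from Hill-equation fits, with 29 nM porcine relaxin as 100% and buffer as basal.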
RXFP1 antag – qHTS Assay for Antagonists of the Relaxin Receptor RXFP1. Relaxin receptor 1 (Homo sapiens), Q9HBX9. HEK293-RXFP1, relaxin-stimulated cAMP HTRF, 30 min; hits give low values. activity change, negative = inhibition, % at 57.5 µM. actives 0.59% (n = 350,000);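 active = activity change of -60% or lower, but not beyond a set lower limit; inconclusive = change between -60% and -40%, or beyond the set limit; inactive = change above -40%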; note: % is set by controls: 0 for no effect and ±100 for the full control effect
Vif-A3G inh – qHTS for Inhibitors of Vif-A3G Interactions: qHTS; DNA dC->dU-editing enzyme APOBEC-3G (Homo sapiens), Q9HC16; HeLa A3G-eYFP + Vif (tagged APOBEC3G with the HIV-1 protein that degrades it), YFP fluorescence, overnight; Potency, µM (titrated, usually from 46.1 µM), for the others: top-dose activity, negative = active, usual class: inhibitors; actives 0.076% (n = 410,000); AID 602310, 2012;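 note: potency is the fitted concentration of half-maximal effect; % is set by controls: 0 for no effect and ±100 for the full control effect; nearly all actives have a fitted effect of over 60% in size; hits raise eYFP signal because A3G escapes Vif-driven loss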
Target sequence (Q9HC16 whole entry, looked up): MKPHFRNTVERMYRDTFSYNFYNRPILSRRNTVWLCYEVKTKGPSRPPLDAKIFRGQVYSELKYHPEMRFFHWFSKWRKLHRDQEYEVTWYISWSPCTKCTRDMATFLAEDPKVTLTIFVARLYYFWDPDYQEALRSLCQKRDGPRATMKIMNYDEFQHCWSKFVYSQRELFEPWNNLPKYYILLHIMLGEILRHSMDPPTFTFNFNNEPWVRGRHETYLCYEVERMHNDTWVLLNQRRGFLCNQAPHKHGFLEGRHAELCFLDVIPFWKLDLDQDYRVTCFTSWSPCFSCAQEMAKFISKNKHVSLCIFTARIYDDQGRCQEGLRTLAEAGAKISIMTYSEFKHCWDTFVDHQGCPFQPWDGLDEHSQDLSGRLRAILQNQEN
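HeLa cells stably expressing Vif and C-terminally eYFP-tagged A3G, seeded overnight at 37 deg C, then exposed to compound by pintool overnight at 37 deg C. Rise in yellow fluorescence (Ex 488/Em 500-530, Acumen) marks blocked Vif-driven A3G degradation.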
Glioma ERSR ind – qHTS for Inducers of the Endoplasmic Reticulum Stress Response (ERSR) in Human Glioma: qHTS; AID 602332, 2012; U87-MG GRP78 promoter luciferase reporter, 16 h; actives 0.02% (n = 420,000); Potency, µM, without a hit: at the highest dose activation, actives largely listed as activators; note: potency is the fitted concentration of half-maximal effect; series mostly up to about 76 µM; % of control where 0% means no effect; nearly all actives have a fitted effect of over 35% in size
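Stably transfected U87-MG human glioma cells carrying a GRP78-based luminescent sensor were seeded at 1000 cells/well, pin-dosed with compounds and incubated 16 h. Luciferase reagent was then added, and end-point luminescence was read after 10 min at room temperature.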
D1 antag – Antagonist of Human D 1 Dopamine Receptor: qHTS; AID 504652, 2011; actives 3.2% (n = 360,000); HEK293 TREx D1 cells, calcium flux, dopamine EC80; hits give low values; D(1A) dopamine receptor (Homo sapiens), P21728; activity change, negative = inhibition, % at 10 µM; in the data active = activity change below about -30%; note: % is set by controls: 0 for no effect and ±100 for the full control effect
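Compound effects on dopamine-evoked calcium signalling were measured in tetracycline-induced HEK293 Trex D1 cells. Dopamine at EC80 followed a 180 s compound pre-read, and fluorescence was tracked kinetically for 180 s more.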
Vif-APOBEC3F blk – qHTS for Inhibitors of Vif-A3F Interactions: qHTS | HeLa A3F-eYFP + Vif (tagged APOBEC3F with the HIV-1 protein that degrades it), YFP fluorescence increase | Potency, µM (top dose mostly 46.1 µM), inactives show at the highest dose activity, negative = active | actives 0.2% (n = 390,000) | AID 602313, 2012; note: potency is the fitted concentration of half-maximal effect; % of control where 0% means no effect; nearly all actives have a fitted effect of over 65% in size
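HeLa cells stably expressing Vif plus C-terminally eYFP-tagged A3F were seeded, incubated overnight at 37 deg C, dosed with compound, incubated overnight again at 37 deg C. Yellow fluorescence (Ex 488/Em 500-530) reported blocked Vif-mediated A3F-eYFP degradation.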
D2 potentiator – HTS Assay for Positive Allosteric Modulators of the Human D2 Dopamine Receptor: Primary Screen for Potentiators; D(2) dopamine receptor (Homo sapiens), P14416; HEK293 T-REx D2, calcium flux, EC20 dopamine potentiation; potentiation, % at 10 µM; actives 0.34% (n = 340,000); AID 485347, 2010;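 active = potentiation over 3 SD above the plate norm, cut at about 30% in these data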; note: 0% is about no effect
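Primary screen. Calcium kinetics in induced HEK293 T-REx D2 cells: compound pre-addition 180 s, EC20 dopamine, 180 s more.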
* marks the source's active call; other numbers are inactive results; ? = inconclusive; · = no result given. Unless noted, calls come from the whole dose curve; as a rule, active = well fitted curve in the direction sought with a large enough effect; inconclusive = small, poorly fitted or top-dose-only effect, or another doubt; inactive = no such curve, though single readings can be large; an effect the other way counts as inactive or inconclusive. Only part of the results is shown; count on the stated rates, not on these rows.

SMILES	D1 agonist	D1 potentiator	RXFP1 ag	RXFP1 antag	Vif-A3G inh	Glioma ERSR ind	D1 antag	Vif-APOBEC3F blk	D2 potentiator
CCN(CC(=O)Nc1c(F)cccc1F)C(=O)c1ccc(S(=O)(=O)N2CCCC2)cc1	2	0	-0.6%	-10	2%	-4%	8	?	-1
CC(C)c1ccc(C(CC(=O)O)N2Cc3ccccc3C2=O)cc1 (configuration not stated)	4	11	1.8%	8	5%	-4%	-4	-3%	7
CCCNC(=O)N(C)C[C@H]1Oc2ncc(C#CCc3ccccc3)cc2C(=O)N([C@H](C)CO)C[C@H]1C	·	·	·	7	-8%	-5%	·	-28%	·
Cc1ccc(CC(=O)NCC2CCCCC2)cc1	2	-2	3.4%	-8	1%	4%	-8	?	0
CSc1nc2ccccc2n1C(=O)Oc1ccccc1	0	-6	-1.7%	10	5%	-2%	-11	0%	-8
Cc1ccc(OCC(=O)N/N=C/C=C/c2ccco2)c(Br)c1	1	-4	0.0%	-76*	-10%	?	13	-30%	9
COc1ccccc1CC(=O)Nc1ccc(C(=O)N2CCCCC2)cc1	5	-4	0.9%	-4	1%	-4%	-7	-10%	16
Cc1c(C)n(CCC#N)c2ccccc12	1	-4	0.6%	·	3%	-3%	-1	6%	3
O=C(Nc1cccc2ncccc12)c1cccc(Br)c1	1	0	-1.3%	3	-4%	-1%	-7	-1%	8
Cc1ccc(CS(=O)Cc2ccc(C(=O)NCCc3ccccc3)o2)cc1 (configuration not stated)	1	-1	3.1%	14	-1%	0%	14	0%	-1
O=C(CSc1nc(C2CC2)nc2c1cnn2-c1ccccc1)Nc1c[nH]c(=O)[nH]c1=O	6	-8	-0.2%	14	-15%	-4%	1	13%	7
O=C(O)c1ccc(N/N=C/c2cc3c(cc2[N+](=O)[O-])OCO3)cc1	2	-6	3.7%	-11	1%	-9%	-14	10%	1
CC1(C)CCC(=O)N2CC[C@H]3C[C@H](OC(=O)Nc4ccc5c(c4)OCO5)C[C@@H]1[C@H]32	0	3	0.6%	·	5%	4%	-3	0%	0
O=C(CN1CCN(c2cccc(C(F)(F)F)c2)CC1)N(C1CCCC1)C1CCS(=O)(=O)C1 (configuration not stated)	1	2	-0.5%	-1	-2%	-2%	0	1%	-3
COc1ccc(C(=O)/C=C/C(=O)N(CC(=O)NC2CCCCC2)CC2CCCO2)c(O)c1 (configuration not stated)	1	-9	-1.1%	·	?	-15%	-10	0%	-3
CC(=O)c1ccc(N(CC(=O)NCc2ccc3c(c2)OCO3)C(=O)c2csnn2)cc1	2	-4	3.2%	-6	1%	2%	9	2%	-7
O=C(NCC(c1cccs1)N1CCOCC1)c1cn(-c2ccccc2)nc1-c1ccc(Cl)cc1 (configuration not stated)	4	3	-0.1%	-24	1%	-4%	-1	-15%	·
CC(C)(C)c1cc(NC(=O)Nc2ccccc2)no1	8	8	0.0%	-13	-4%	-5%	-11	-11%	3
C=CCn1c(=NC(=O)C2CC2)sc2cc(NC(C)=O)ccc21	1	4	-1.0%	·	-10%	1%	5	-1%	-1
COc1ccc(/C=N/NC(=O)c2c(-c3ccccc3)noc2C)cc1[N+](=O)[O-]	4	-8	2.2%	2	-5%	-3%	2	10%	-10
Cc1ccc(NC2CCCN(C(=O)CSc3ccccn3)C2)cc1C (configuration not stated)	3	-1	-1.7%	2	2%	-3%	8	8%	-2
Cc1ccc(NC(=O)C2CCCN(c3nnc(-n4c(C)ccc4C)s3)C2)cc1Cl (configuration not stated)	1	-2	-0.4%	-7	·	·	-7	·	-13
NS(=O)(=O)c1ccc(NC(=O)COC(=O)Cc2c[nH]c3ccccc23)cc1	·	·	·	-7	-5%	-2%	·	-6%	·
CCC(=O)N(Cc1cccs1)C1CCOC(C)(C)C1 (configuration not stated)	1	1	0.5%	-9	0%	-4%	-3	2%	-6
CC(=O)Nc1ccc(S(=O)(=O)NCCC(=O)NCCCc2ccccc2)cc1	2	-9	1.2%	-5	-8%	-7%	-12	1%	6
COc1ccccc1C(=O)NNC(=O)C(=O)NC(C)C	3	2	0.2%	5	-10%	-3%	6	12%	-2
O=C(c1ccco1)N1CCN(C(=S)Nc2ccccc2Cl)CC1	1	-4	-1.0%	10	-1%	0%	2	-1%	-13
Cn1cc(Br)c(C(=O)NNC(=O)c2ccc(Br)cc2)n1	1	1	0.8%	-4	0%	-1%	-6	1%	1
O=C(Cc1cccc(NC(=O)C2CCN(C(=O)CCc3ccccc3)CC2)c1)Nc1cccc(C(=O)N2CCCC2)c1	0	-2	1.1%	·	-3%	-5%	-3	3%	7
O=C(CCn1c(=O)sc2ccccc21)NCc1ccccc1	0	-5	3.0%	11	-2%	-1%	3	-8%	-19
C#CCOCCOCCOCCNc1nc(N2CCN(C(=O)Cn3cc(CCCCN)nn3)CC2)nc(N2CCN(C(=O)[C@H](C)n3cc(CCCN=C(N)N)nn3)CC2)n1	-2	1	6.7%	·	·	·	-18	·	-2
CCOc1ccccc1N=C1NC(=O)CS1	2	-5	-1.2%	7	-3%	-2%	-3	-7%	-10
Cn1cnnc1SCc1ccc(-c2ccc(Br)cc2)o1	1	-1	3.7%	1	1%	3%	-26	-13%	7
O=C(CN1CCN(c2ccccc2O)CC1)Nc1cccnc1Cl	4	-3	-0.6%	5	-2%	-1%	9	28%	12
Clc1cccc(Nc2c3c(nc4ncnn24)CCC3)c1	4	-7	5.3%	0	-1%	-4%	-4	0%	-1
CCC(=O)NC(=S)Nc1ccc(S(=O)(=O)NC(C)=O)cc1	2	-8	1.0%	-3	-6%	-5%	9	13%	1
Clc1ccc(OCCN2CCOCC2)cc1Cl	5	2	-0.5%	6	1%	3%	-6	2%	-20
Cc1cccc(OCc2nc(C#N)c(N3CC(C)CC(C)C3)o2)c1 (configuration not stated)	7	·	-0.5%	·	0%	-7%	12	-1%	-1
COc1ccc(CNC(=O)[C@H](C)NC(=O)C2CCN(S(=O)(=O)c3ccccc3)CC2)cc1	2	-4	0.6%	6	-1%	-2%	3	-6%	4
Cc1nn(CCC(=O)NCc2ccc(Cl)cc2)c(=O)c2nn(-c3ccccc3)c(C)c12	2	0	-4.1%	-10	0%	-1%	-2	-10%	1
O=S(=O)(Cc1ccc(Cl)cc1)NCc1cccnc1	4	-2	-0.7%	-1	1%	-3%	1	-14%	0
O=C(O)CCC(=O)Nc1cccc(-c2nc3ccccc3o2)c1	5	-1	2.1%	-6	-1%	0%	-9	-8%	1
O=C(CN(C(=O)c1ccccc1)N1C(=O)CCC1=O)c1cccs1	9	-1	0.9%	1	-4%	-3%	-20	1%	0
Cc1ccc(NC(=O)C2=CC=CN3CCS(=O)(=O)N=C23)cc1	1	-9	-0.4%	5	-4%	0%	7	-1%	-13
Clc1ccc2nc3c4ccccc4cnn3c2c1	1	-9	3.3%	5	-2%	4%	-5	-4%	10
CN(C(=O)CSc1nnc(-c2cccnc2)o1)C1CCCCC1	0	-1	3.0%	-2	-7%	-1%	4	-5%	-1
COc1ccc(/C=C/C(=O)N(C)C2CCCCC2)cc1Br	0	0	3.5%	?	0%	1%	6	4%	2
CCCCNC(=O)c1cn(CC)c2cc(N3CCN(C)CC3)c(F)cc2c1=O	4	-14	0.3%	-6	0%	1%	6	15%	3
CCc1ccccc1N1C(=O)N(CC(=O)c2ccc(Cl)cc2)c2ccccc2S1(=O)=O	14	-5	3.1%	·	-2%	-1%	-1	-9%	-3

By substructure, those above with a Cl atom (10)
SMILES	D1 agonist	D1 potentiator	RXFP1 ag	RXFP1 antag	Vif-A3G inh	Glioma ERSR ind	D1 antag	Vif-APOBEC3F blk	D2 potentiator
O=C(NCC(c1cccs1)N1CCOCC1)c1cn(-c2ccccc2)nc1-c1ccc(Cl)cc1 (configuration not stated)	4	3	-0.1%	-24	1%	-4%	-1	-15%	·
Cc1ccc(NC(=O)C2CCCN(c3nnc(-n4c(C)ccc4C)s3)C2)cc1Cl (configuration not stated)	1	-2	-0.4%	-7	·	·	-7	·	-13
O=C(c1ccco1)N1CCN(C(=S)Nc2ccccc2Cl)CC1	1	-4	-1.0%	10	-1%	0%	2	-1%	-13
O=C(CN1CCN(c2ccccc2O)CC1)Nc1cccnc1Cl	4	-3	-0.6%	5	-2%	-1%	9	28%	12
Clc1cccc(Nc2c3c(nc4ncnn24)CCC3)c1	4	-7	5.3%	0	-1%	-4%	-4	0%	-1
Clc1ccc(OCCN2CCOCC2)cc1Cl	5	2	-0.5%	6	1%	3%	-6	2%	-20
Cc1nn(CCC(=O)NCc2ccc(Cl)cc2)c(=O)c2nn(-c3ccccc3)c(C)c12	2	0	-4.1%	-10	0%	-1%	-2	-10%	1
O=S(=O)(Cc1ccc(Cl)cc1)NCc1cccnc1	4	-2	-0.7%	-1	1%	-3%	1	-14%	0
Clc1ccc2nc3c4ccccc4cnn3c2c1	1	-9	3.3%	5	-2%	4%	-5	-4%	10
CCc1ccccc1N1C(=O)N(CC(=O)c2ccc(Cl)cc2)c2ccccc2S1(=O)=O	14	-5	3.1%	·	-2%	-1%	-1	-9%	-3

Source: PubChem
